Assay outcomes deposited in PubChem by Broad Institute.
miR122 inh – miR-122 inhibition in Huh7 cells; activation (reporter increase), % at 12.5 µM; hit rate 0.3% among 340,000; Huh7 miR-122 Renilla luciferase sensor, 48 h; neutral wells = 0, positive control = 100;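 active = mean replicate activation score at least 90 and every replicate individually at or above 90; inconclusive = only one of the two criteria met; inactive = neither criterion met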;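 note: higher luciferase means less miR-122 activity so hits act as miR-122 inhibitors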
C2C12 statin – suppression of simvastatin myotoxicity; C2C12 myotubes + simvastatin, ATP luminescence, 48 h; scaled: DMSO 0, geranylgeraniol control 100; rescue of ATP level, % at 7.49 µM; hit rate 0.78% among 330,000;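 active = mean ATP rescue above about 67%, or every replicate alone reaching that limit, limit read from the data, passing the limit was not always enough; inconclusive = no clear call, values can overlap the other calls; inactive = mean under the limit and some replicate under it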;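 note: myotubes were challenged with 10 µM simvastatin during compound exposure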
GSIS activator – primary screen for activators of insulin secretion dependent on glucose, INS-1E cells, GLuc reporter luminescence. INS-1E GLuc reporter insulin secretion, 2-3 h. activation, % at 16.6 µM. hit rate 0.61% among 370,000;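 active = lowest replicate activation of at least 40%, so every replicate reaches that level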;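 note: 0% = median of neutral control wells and 100% = median of IBMX positive control wells; some compounds called inactive have numbers as strong as hits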
Cneo AK release – Cryptococcus neoformans lysis via adenylate kinase release. C. neoformans lysis, adenylate kinase release luminescence, 4 h; normalised: neutral wells 0, clomiphene wells 100. lysis activity, % at 15 µM. hit rate 0.2% among 360,000. AID 651654;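 active = mean lysis activity across replicates of at least 80%, whatever share of replicates individually reach that level; inactive = mean lysis activity below 80%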
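Material – log-phase Cryptococcus neoformans yeast cells · Input – 5 × 10^6 yeast cells/mL · Medium – fresh YPD growth medium · Doses – single compound concentration per well · Timing – static 4 h at 37 °C with compound, 1 h detection · Detection – adenylate kinase release luminescence · Read-out – signal increase indicating cell lysis · Control set – Clomiphene as positive lysis control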
PGC1a acetyl inh – PGC1a acetylation modulation, inhibitor mode; U2OS PGC1a acetylation, AlphaScreen anti-acetyl-lysine; with virally co-expressed GCN5 acetyltransferase; inhibition, % at 15.6 µM; hit rate 0.17% among 350,000;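 active = every replicate shows inhibition of at least 40%; inconclusive = mean inhibition at least 40% but some replicate below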;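 note: 0% = neutral control wells and 100% = positive control wells; some results beyond the cut were filed as inactive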
CFTR F508del cor – CFTR F508del correction in bronchial cells; activity (quench increase), % at 7.58 µM; CFBE cells, YFP halide quenching; stimulated with forskolin plus potentiator P3; % fluorescence drop versus neutral controls; AID 720511; hit rate 0.36% among 350,000;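 active = mean added fluorescence quench of at least 8% versus neutral control, with both replicates also reaching 8%; inconclusive = only one of the mean or replicate conditions met; inactive = mean below 8% and not both replicates reaching 8%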;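 note: cells transiently co-express mutant CFTR-F508del with the halide-sensitive YFP; corrector assay measuring rescue of mutant channel to the surface after 24 h compound exposure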
FN deposition inh – fibronectin deposition inhibition. AH1F fibroblasts, Alexa488-fibronectin deposition fluorescence, overnight. inhibition, % at 12.6 µM. hit rate 0.086% among 350,000. AID 743247;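 active = mean inhibition across replicates of 30% or more, regardless of how many single replicates reach that level; inconclusive = mean under 30% yet at least half of replicates reach 30%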;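 note: positive control wells lacked labelled fibronectin entirely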
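Material: AH1F fibroblasts assembling fluorescent fibronectin matrix; amount: 10000 AH1F cells/well; medium: DMEM, 2% serum; reagent: Alexa488-fibronectin, 24 nM final in well; dosing: single compound dose, delivered by pin transfer; incubation: 1 h adhesion, overnight exposure; detection: fluorescence after three HBSS washes, excitation 485 nm, emission 525 nm; measure: fibronectin deposition inhibition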
PglD DTNB – inhibitors of Campylobacter jejuni PglD acetyltransferase. inhibition, % at 12.5 µM. hit rate 0.098% among 360,000. AID 602405. purified PglD enzyme, DTNB colorimetric CoA detection; in the data active = inhibition above about 16%, passing the limit was not always enough; inconclusive = no clear call, values can overlap the other calls; note: strong numbers were not always called active
* hit, by the source's call; ? = inconclusive; nt = not tested or not shown; [ ] = dose if it differs, or a comment.

SMILES | miR122 inh | C2C12 statin | GSIS activator | Cneo AK release | PGC1a acetyl inh | CFTR F508del cor | FN deposition inh | PglD DTNB
COc1ccc(CNC(=O)C2CCC(=O)N(CCCN3CCCC3=O)C2)c(OC)c1 (stereo not drawn) | 3 | -6 | 7 | 1 | 4 | -0.6 | 2 | 3
Cn1c(O)c(N=NC(=O)Cn2ccc(C(F)(F)F)n2)c2ccccc21 | 1 | nt | 8 | 1 | -2 | nt | -3 | 4
CCOC(=O)Cc1csc(NC(=O)CN(C)S(=O)(=O)c2ccc3c(c2)CCC(=O)N3)n1 | -11 | 4 | 2 | -1 | -5 | -1.9 | -4 | -1
O=C(CN1CCOCC1)Nc1ccc(C2CCCCC2)cc1 | 4 | -46 | nt | 4 | 8 | nt | -2 | 3
CC(=O)C1=C(O)CC(C)(C)CC1=NCc1nc2ccccc2[nH]1 | -7 | -7 | 0 | -1 | 4 | 1.8 | 0 | 1
CC(C)Nc1ccc(C(CC(N)=O)NC(=O)Cc2ccc(Cl)cc2)cc1[N+](=O)[O-] (stereo not drawn) | 0 | -27 | 1 | 1 | nt | 0.8 | 0 | 7
COc1ccc(C2OCC3(CO2)SC(N)=NC3=O)cc1 (stereo not drawn) | nt | -11 | 20 | 1 | 0 | 0.5 | nt | -3
CC(C)N(CCNC(=O)C1CCCN(c2ncnc3c2nc2n3CCCCC2)C1)Cc1ccccc1 (stereo not drawn) | 11 | -2 | -1 | 2 | 11 | 0.7 | 9 | -4
CCOc1cc(S(=O)(=O)Nc2ccc(CC)cc2)ccc1Cl | 25 | 23 | -16 | 7 | 1 | nt | -4 | -6
COc1ccc(C(C(=O)NCC2CCCO2)N(C(=O)CNC(=O)c2cccs2)c2ccccc2C)cc1OC (stereo not drawn) | 1 | 13 | 6 | 1 | nt | 1.5 | -2 | 7
COc1cccc(C#Cc2ccc3c(c2)O[C@@H](CN(C)S(=O)(=O)c2ccccc2F)[C@@H](C)CN([C@H](C)CO)S3(=O)=O)c1 | 0[16.7 µM] | 27 | 14 | -4 | 3 | 2.1 | nt | -10
CCC(=O)N1C[C@H](C)[C@H](OC)CN(C)C(=O)c2cc(NC(=O)c3ccc(F)cc3)ccc2OC[C@@H]1C | 13[16.7 µM] | -5 | -11 | 2 | -18 | 1.1 | -1 | 3
O=C(Nc1cc(=O)c2ccccc2o1)N1CCOCC1 | -2 | -16 | nt | -2 | -1 | nt | -1 | -1
O=C(Nc1cccc2c1CCCC2)c1ccccc1Br | -3 | 1 | 6 | 2 | ? | -3.5 | 3 | 0
CC(=O)Nc1ccc(NC(=O)c2c(C)nn(Cc3ccccc3Cl)c2C)cc1 | 1 | -5 | 12 | 0 | nt | 1.0 | -1 | 1
CCN(CC(=O)NC(C)(C)C)Cc1nc2c(Br)cc(Br)cc2c(=O)[nH]1 | nt | nt | -3 | nt | 10 | 0.0 | 7 | nt
c1ccc(C2=Nn3c(nnc3-c3ccccn3)SC2)cc1 | 2 | -9 | nt | 1 | 4 | nt | 6 | 4
C[C@H]1CN([C@@H](C)CO)C(=O)c2cc(-c3cccc(C#N)c3)cnc2O[C@@H]1CN(C)Cc1ccccc1 | -5[16.7 µM] | 4 | 6 | 0 | -2 | -3.7 | nt | -4
CCOC(=O)N1CCN(C(=O)CN(Cc2ccccc2)S(=O)(=O)c2ccc(OC)c(C)c2)CC1 | 3 | nt | nt | 0 | -6 | nt | nt | 1
COc1cc(C)ccc1OCc1cc(C(=O)N2CCCCCC2)no1 | -2 | 9 | -1 | 2 | 4 | 2.5 | -10 | 0
CC12CCC(c3n[nH]c(=S)nc31)C2(C)C (stereo not drawn) | -2 | 12 | 26 | 1 | 0 | nt | nt | -1
COc1cc(C(=O)OCCNC(=O)c2ccccc2)cc(OC)c1OC | 4 | -9 | -12 | -6 | -4 | 0.1 | 14 | 7
CCC1COC(c2cccn2Cc2ccccc2Cl)=N1 (stereo not drawn) | -2 | -12 | 4 | -1 | -9 | 3.1 | 4 | -5
COc1ccc(S(=O)(=O)N(C)C[C@H]2Oc3ccc(NC(=O)Cn4cnnn4)cc3CC(=O)N([C@@H](C)CO)C[C@@H]2C)cc1 | 9[16.7 µM] | 7 | 6 | -6 | -16 | -1.9 | nt | -3
Cc1c(Br)ccc(NC(=O)Cn2nc(-c3cccs3)ccc2=O)c1C | 2 | 0 | 14 | 2 | nt | -0.6 | 2 | 4
Cc1ccc(NC(=O)Nc2ccccc2)nc1 | nt | nt | 6 | nt | -5 | -2.0 | 0 | nt
COc1ncnc2c1ncn2CCCNCc1ccccc1 | -2 | 20 | 12 | -2 | nt | -1.1 | -1 | -1
CC1CN(CC(=O)Nc2cc(S(=O)(=O)N3CCCC3)ccc2Cl)CC(C)O1 (stereo not drawn) | 5 | 1 | 7 | nt | nt | 3.3 | -12 | nt
CCOc1ccccc1N1CCN(CC(=O)Nc2ccccc2C(=O)NC2CC2)CC1 | -2 | -6 | -1 | -1 | -8 | 2.6 | 10 | 0
COc1ccc(C(=O)N/N=C(\C)CC(=O)Nc2ccc(N(C)C)cc2)c(OC)c1 | 1 | -10 | 3 | 2 | -11 | -0.3 | -4 | -1
COc1cccc(CN2CCNC(=O)C2CC(=O)NCCCC2CCCC2)c1OC (stereo not drawn) | -5 | 3 | -25 | 0 | 2 | -1.4 | -3 | 3
Cn1cc([N+](=O)[O-])c(C(=O)N2CCCCCC2)n1 | -7 | 4 | 9 | 1 | -2 | 0.9 | 3 | 2
COc1cc(/C=N\NC(=O)c2c(C)nc3cc(C)ccn23)ccc1O | nt | nt | 21 | nt | 14 | 0.1 | 9 | nt
Cc1cc(C(=O)Nc2ccc(C(=O)O)cc2)c(C)o1 | -1 | 11 | 12 | 3 | -9 | 1.2 | 6 | 13
Cc1ccc(NC(=O)C2(C)CCN2Cc2cccc3c2OCO3)cc1O (stereo not drawn) | 4 | 6 | -3 | -2 | -3 | 1.4 | 12 | -2
O=C(NCc1ccco1)c1ccc(COCC(F)(F)C(F)F)cc1 | -2 | nt | nt | 3 | 19 | nt | nt | -2
CC(C)NC(=O)C1CCN(Cc2cnn(-c3ccccc3)c2-n2cccc2)CC1 | 4 | nt | nt | 1 | -13 | nt | nt | 12
CCCC(=O)N1CCC1(C)C(=O)NS(=O)(=O)c1ccccc1Cl (stereo not drawn) | -6 | -2 | 0 | 0 | 8 | -1.1 | -3 | 0
Cc1ccc(N(C)S(=O)(=O)c2cccc(C(=O)NCCCN3CCCC3=O)c2)cc1 | -8 | 11 | 1 | 0 | -9 | -1.9 | -5 | -2
CCOC(=O)C1=C(C)NC(C)=C(C(=O)OCC)C1C(=O)OCC(=O)NC1CCCCC1 | -9 | -2 | nt | 6 | -5 | 5.0 | -2 | -1

Full records, looked up by structure. Values in the order: miR122 inh, C2C12 statin, GSIS activator, Cneo AK release, PGC1a acetyl inh, CFTR F508del cor, FN deposition inh, PglD DTNB
COc1cccc(CN2CCNC(=O)C2CC(=O)NCCCC2CCCC2)c1OC (stereo not drawn) in the list: -5, 3, -25, 0, 2, -1.4, -3, 3
Cn1cc([N+](=O)[O-])c(C(=O)N2CCCCCC2)n1 in the list: -7, 4, 9, 1, -2, 0.9, 3, 2
Cc1ccc(N(C)S(=O)(=O)c2cccc(C(=O)NCCCN3CCCC3=O)c2)cc1 in the list: -8, 11, 1, 0, -9, -1.9, -5, -2
Cc1cc(C(=O)Nc2ccc(C(=O)O)cc2)c(C)o1 in the list: -1, 11, 12, 3, -9, 1.2, 6, 13
O=C(NCc1ccco1)c1ccc(COCC(F)(F)C(F)F)cc1 in the list: -2, nt, nt, 3, 19, nt, nt, -2

Next part
SMILES | miR122 inh | C2C12 statin | GSIS activator | Cneo AK release | PGC1a acetyl inh | CFTR F508del cor | FN deposition inh | PglD DTNB
O=C1C2C3C=CC(O3)C2C(=O)N1N=Cc1ccc2c(c1)OCO2 (stereo not drawn) | 1 | -9 | 2 | 1 | 4 | -2.8 | -9 | 3
COc1ccccc1C#Cc1cnc2c(c1)C(=O)N([C@@H](C)CO)C[C@@H](C)[C@@H](CN(C)C(=O)c1ccc3c(c1)OCO3)O2 | -25[16.7 µM] | 1 | -23 | 1 | 11 | 1.2 | 1 | 4
Cc1ccc2oc(C(=O)Nc3ccc(S(=O)(=O)Nc4onc(C)c4C)cc3)cc(=O)c2c1 | 3 | 11 | 45 | 0 | -13 | -0.4 | -6 | -13
CC(=O)Nc1cc2c3ccccc3n(C)c2cc1[N+](=O)[O-] | -5 | -1 | 15 | 2 | 2 | -2.5 | 4 | 0
Cc1nnc(SCC(=O)NC(C)(C)C)n1NCc1c(F)cccc1Cl | -3 | -12 | 19 | 4 | 0 | -3.8 | -4 | 2
CC(C)c1ccc(NC(=O)c2ccc3c(c2)CCN3S(C)(=O)=O)cc1 | -7 | -34 | 1 | -1 | 82* | -3.3 | 9 | -4
CC/C(C)=C1\SC(N2CCN(C(C)=O)CC2)=NC1=O | -4 | -3 | nt | -1 | 6 | nt | nt | -1
COCC(=O)Nc1nnc(C2CCCCC2)s1 | -4 | -9 | 3 | 1 | 3 | nt | -1 | 6
Cc1ccccc1COC(=O)CCCC1=NS(=O)(=O)c2ccccc2N1 | nt | 0 | -6 | 4 | nt | -1.0 | 2 | 0
CCCOc1ccc(C(CC(=O)O)NC(=O)C(c2ccccc2)c2ccccc2)cc1 (stereo not drawn) | 2 | 4 | 0 | -2 | -3 | 0.6 | -2 | -3
CCC(=O)Nc1cccc(NC(=O)CSc2nnc(-c3ccc(NS(C)(=O)=O)cc3)n2CC)c1 | -2 | 0 | nt | -1 | nt | nt | nt | 4
O=C(C1CCOCC1)N1CC(=O)N2[C@H](CO)[C@H](c3ccc(C#CC4CC4)cc3)[C@H]2C1 | nt | nt | -1 | nt | -5 | 0.0 | -11 | nt
C[C@@H]1CCCCO[C@@H](CN(C)C(=O)c2ccncc2)[C@H](C)CN([C@@H](C)CO)C(=O)c2cc(NS(=O)(=O)c3cn(C)cn3)ccc2O1 | 14[16.7 µM] | nt | 4 | -1 | -2 | -4.2 | nt | 1
CCOc1ccc(N2C(=O)/C(=C/c3cc(OC)c(OC)c(OC)c3)N(CC(=O)OC)C2=S)cc1 | 8 | 2 | nt | 2 | -2 | nt | -4 | -3
CCCCOc1ccc(S(=O)(=O)N2CCCCC2)cc1 | nt | -3 | -6 | 2 | nt | -2.7 | -2 | 0
